Source: PubChem BioAssay
AmpC detergent: blocks E. coli AmpC beta-lactamase in detergent assay; P00811; AmpC hydrolysis of nitrocefin, absorbance 480 nm, 0.01% Triton; Potency, µM (highest dose often 114 µM), for the others: at the top dose activity change, negative = inhibition, usual class: inhibitors; 370,000 compounds, 0.041% hits; AID 485294;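 further: potency means the concentration at half of the fitted maximal effect; 0% = no-compound wells and -100% = no-enzyme wells; nearly all actives have a fitted effect of over 25% in size; some results filed as inactive show a strong effect at the top dose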
Target sequence (P00811 whole entry, looked up): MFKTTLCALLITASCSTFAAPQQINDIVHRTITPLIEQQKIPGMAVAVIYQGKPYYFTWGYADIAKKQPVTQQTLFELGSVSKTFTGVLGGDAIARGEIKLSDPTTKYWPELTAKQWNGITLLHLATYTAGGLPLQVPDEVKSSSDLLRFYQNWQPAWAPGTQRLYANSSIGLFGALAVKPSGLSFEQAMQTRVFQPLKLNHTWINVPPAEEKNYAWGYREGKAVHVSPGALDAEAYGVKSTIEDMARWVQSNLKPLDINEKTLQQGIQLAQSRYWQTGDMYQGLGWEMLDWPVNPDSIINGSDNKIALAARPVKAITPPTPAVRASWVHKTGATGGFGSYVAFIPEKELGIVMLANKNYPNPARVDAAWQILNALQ
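AmpC (5.3 nM in the dispensed reagent) in 20 mM phosphate pH 7.0 with 0.01% (detergent screen) or 0.0001% Triton X-100 was preincubated with compounds for 15 min at room temperature. Nitrocefin was then added from an 800 uM solution, and hydrolysis was followed at 480 nm.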
AmpC no deterg: inhibitors of E. coli AmpC beta-lactamase without detergent | P00811 | AmpC nitrocefin hydrolysis, absorbance 480 nm, 0.0001% Triton | Potency, µM (highest dose often 57.1 µM), without a hit: at the top dose activity change, negative = inhibition, actives largely listed as inhibitors | 330,000 compounds, 0.52% hits | AID 485341;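 further: potency means the concentration at half of the fitted maximal effect; plate controls were no compound for no effect and no enzyme for full effect; nearly all actives have a fitted effect of over 20% in size; some results filed as inactive show a strong effect at the top dose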
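20 mM phosphate pH 7.0 + 0.01% (detergent screen) or 0.0001% Triton X-100; 5.3 nM AmpC reagent; cpd preinc 15 min RT; nitrocefin (800 uM stock) to start; A480 q20 s × 4 min; Activity was normalised to no-enzyme and no-compound control wells.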
HCMV inh: human cytomegalovirus inhibition | HFF cells, HCMV-luciferase reporter, 72 h; hits give low values | activity change, negative = inhibition, % at 57.5 µM | 410,000 compounds, 4.5% hits; in the data active means activity change below about -60%; inconclusive means no clear call, values can overlap the other calls; inactive means above about -39%
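Compounds were evaluated in HFFs infected with an HCMV luciferase reporter virus (MOI 1 PFU/cell). Luciferase in lysates collected 72 h post infection served as the replication measure.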
Giardia FBPA inh: Giardia lamblia aldolase inhibition | Potency, µM (series often up to 59.6 µM), for inactives: at the highest dose activity, negative = inhibition, usual class: inhibitors | AID 2451 | A8B2U2 | purified Giardia FBPA | 290,000 compounds, 0.71% hits; further: potency means the concentration at half of the fitted maximal effect; nearly all actives have a fitted effect of over 55% in size
Target sequence (A8B2U2 whole entry, looked up): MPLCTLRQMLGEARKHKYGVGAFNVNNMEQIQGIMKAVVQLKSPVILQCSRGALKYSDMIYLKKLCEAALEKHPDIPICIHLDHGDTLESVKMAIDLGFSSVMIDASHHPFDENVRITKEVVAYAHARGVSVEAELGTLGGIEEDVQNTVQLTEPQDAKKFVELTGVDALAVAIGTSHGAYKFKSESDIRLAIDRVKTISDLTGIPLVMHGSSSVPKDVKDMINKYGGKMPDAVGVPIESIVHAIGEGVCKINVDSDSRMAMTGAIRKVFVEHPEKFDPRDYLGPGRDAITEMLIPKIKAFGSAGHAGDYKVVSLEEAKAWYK
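Giardia FBPA (40 nM reagent) was preincubated 10 min at RT with compound (up to 57.5 uM final), then substrate plus GAPDH/TPI/NAD/arsenate coupling system with diaphorase/resazurin was added; resorufin fluorescence (525/598 nm) was read after 20 min.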
AMA1-RON2 inh: inhibitors of Plasmodium falciparum AMA1-RON2 interaction; AlphaScreen AMA1-biotinylated RON2 peptide binding; Potency, µM (titrated, usually from 58.2 µM), inactives show top-dose activity change, negative = inhibition, usual class: inhibitors; 360,000 compounds, 0.2% hits;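 further: potency means the concentration at half of the fitted maximal effect; 0% = vehicle wells and -100% = peptide control; nearly all actives have a fitted effect of over 45% in size; some results filed as inactive show a strong effect at the top dose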
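AMA1 (3D7) with his tag at 25 nM final met compounds first, then biotinylated RON2 peptide at 25 nM; detection used donor plus acceptor beads, 10 µg/mL apiece, read by AlphaScreen after 30 min at room temperature.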
Sm TGR block: blocks Schistosoma mansoni thioredoxin glutathione reductase. Q962Y6. purified TGR, DTNB reduction, TNB absorbance 405 nm. 360,000 compounds, 3% hits. AID 485364. Potency, µM (titrated, usually from 114 µM), for inactives: top-dose activity change, negative = inhibition, most hits filed as inhibitors; further: potency means the concentration at half of the fitted maximal effect; nearly all actives have a fitted effect of over 60% in size
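Kinetic colorimetric format: TGR-catalysed, NADPH-driven DTNB reduction monitored via TNB absorbance. Enzyme dispensed at 20 nM; compound exposure 15 min at room temperature before reaction start.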
* marks the source's active call; other numbers are inactive results; ? = inconclusive; · = no result given; & = joins results of further samples; [ ] = dose if it differs, or a comment. Unless noted, the call rests on the fitted dose curve; in most records, active means well fitted curve in the direction sought with a large enough effect; inconclusive means small, poorly fitted or top-dose-only effect, or another doubt; inactive means no such curve, though single readings can be large; an effect the other way counts as inactive or inconclusive. Unless noted, on the % scale 0 is the no-effect control and ±100 the full control effect.

no.	mol	AmpC detergent	AmpC no deterg	HCMV inh	Giardia FBPA inh	AMA1-RON2 inh	Sm TGR block
1	O=C(NCc1ccc(Cl)cc1Cl)C1CCN(S(=O)(=O)c2ccc3c(c2)OCCCO3)CC1	2%	-19%	-38	3%	-9%	0%
2	O=C(/C=C/c1cccc(F)c1)N1CCN(c2ncccn2)CC1	-2%	138%[activator]	5	3%	-13%	2%
3	CCOC(=O)N1CCN(C(=O)CNC(=O)Cn2cnc3ccccc3c2=O)CC1	2%	-9%	-22	7%	-2%	-4%
4	O=C(c1cccs1)c1cn(CCOc2ccccc2Cl)c2ccccc12	23%	·	-1	·	·	2%
5	COc1ccc(-c2nc3c(c(SCC(=O)N4CCCCC4)n2)Cc2cc(C)ccc2O3)cc1	10%	·	?	·	·	3%
6	COc1ccc(CCn2c(=S)[nH]c3cc(C(=O)N4CCOCC4)ccc3c2=O)cc1OC	-6%	-14%	-19	-15%	39%[activator]	2%
7	CC[C@@]1(C(=O)OC)N[C@H](CN(C)C(=O)Nc2ccc(Cl)cc2)[C@@H]2C(=O)N(C)C(=O)[C@@H]21	·	-5%	-11	·	-3%	·
8	O=C(OCC#CCSc1nnc(-c2ccncc2)o1)c1cccs1	0%	-20%	-6	3%	-6%	?
9	CCn1c(SCC(=O)Nc2nc3c(s2)CCCC3)nnc1-c1ccccc1	-11%	9%	-14	-3%	-16%	-14%
10	O=C(CN1CCCC1)NN=C(c1ccccc1)c1ccccc1	0%	0%	-31	1%	11%	6%
11	CC(C)(C)OC(=O)N1CCC(c2c(C(=O)Nc3ccc4c(c3)OCCO4)cnn2-c2ccccc2)CC1	15%	·	0	·	·	-2%
12	Cc1ccc(NC(=O)CSc2nc3ccccc3c3nc(CCc4c(C)n[nH]c4C)nn23)c(C)c1	-4%	·	-15	·	·	-5%
13	O=C(COc1ccc([N+](=O)[O-])cc1)Nc1cccc(C(=O)Nc2ccccc2C(=O)O)c1	2%	0%	4	·	10%	-4%
14	CCN(CC)c1ccc(NC(=O)CSc2nc(C3CC3)nc3ccccc23)cc1C	4%	1%	?	1%	?	-2%
15	CC(=O)Nc1ccc(NC(=O)CSc2ncnn2-c2ccccc2)cc1	1%	-6%	63	·	-7%	9%
16	CCOc1ccc(/C=C2\SC(=S)N(NS(=O)(=O)c3ccc(C)cc3)C2=O)cc1OC	3%	-54%	?	10%	6%	-26%
17	c1ccc2c(c1)nc(N1CCCCC1)c1ccccc12	5%	-36%	-20	-15%	24%	12%
18	CC1CCN(C(=O)c2[nH]cnc2C(=O)N[C@H](C)c2ccccc2)CC1	2%	-7%	-4	·	23%	-16%
19	Cc1ccc2c(c1)c1c(c(=O)n(-c3ccccc3)c(=O)n1CC(=O)NCCC1=CCCCC1)n2C	-2%	·	16	·	·	7%
20	O=C(COc1coc(CN2CCN(c3ccccc3F)CC2)cc1=O)N1CCc2ccccc21	?	-1%	-30	·	-17%	-4%
21	Cn1c(SCC(=O)N2CCOCC2)nnc1-c1ccncc1	-5%	-5%	?	4%	0%	-10%
22	O=C(NCc1ccc(F)cc1)c1ccccc1OCc1ccccc1	-9%	-10%	-63*	-4%	9%[2.32 µM]	-2%
23	CCOC(=O)N1CCN(S(=O)(=O)Cc2ccccc2)CC1	-9%	-7%	-4	8%	24%	-15%
24	CC(=O)Nc1ccc(SCC(=O)N2CCN(S(=O)(=O)c3ccccc3)CC2)cc1	-7%	13%	-25	3%	12%	-1%
25	CS(=O)(=O)N1CCC(C(=O)Nc2ccc(C(N)=O)cc2)CC1	?	-12%	-20	6%	6%	0%
26	COc1ccc(C2C(=O)N(C3CCCCC3)CC(=O)N2CC2COc3ccccc3O2)cc1 (stereo unspecified)	-12%	30%	-34	0%	2%	-13%
27	COc1ccccc1-c1nc(SCC(=O)NCc2ccco2)c2c(=O)n(C)c(=O)n(C)c2n1	2%	-4%	-25	·	0%	-25%
28	CCOC(=O)c1nn(C)c(C)c1Cl	-14%	-1%	5	-1%	10%	-23%
29	CC1(C)CC(=O)/C(=C(/O)CCCN2C(=O)c3ccccc3C2=O)C(=NC(C)(C)C)C1	3%	58%	16	7%	-1%	0%
30	CCOC(=O)C1=CC[C@@H](c2cc(OC)c(OC)c(OC)c2)N(S(=O)(=O)c2ccc(C)cc2)[C@H]1C(=O)OCC	·	6%	-8	·	-8%	·
31	CCOC(=O)CSc1nc(-c2ccccc2)cc(C(F)(F)F)n1	?	-8%	10	-1%	92%[activator]	?
32	CN(C(=O)CSc1ccccc1C(=O)O)C1CCCCC1	?	-18%	-27	5%	0%	0%
33	CCc1nn(CC(=O)N2CCN(Cc3ccc4c(c3)OCO4)CC2)c(=O)c2cc3occc3n12	-3%	67%[activator]	-61*	0%	-1%	-6%
34	COc1ccc(-n2nnnc2SCC(=O)NC(=O)Nc2ccc3c(c2)OCCO3)cc1	-2%	-22%	17	0%	-3%	-1%
35	Cc1cc(C)n(C(C)n2nc(C)cc2C)n1	1%	-7%	-1	-19%	53%[activator]	-3%
36	CCOc1cc(C(=O)N2CCn3c4c(c5cc(C)ccc53)CCCC42)cc(OCC)c1OCC (stereo unspecified)	1%	·	-4	·	·	-8%
37	Cc1cccc(N2C(=O)CC(N3CCN(c4ccccn4)CC3)C2=O)c1 (stereo unspecified)	4%	3%	-30	4%	-2%	·
38	C=C1CCN(C(Cc2ccccc2)C(=O)OC)S(=O)(=O)c2ccc(F)cc21 (stereo unspecified)	3%	-12%	-8	3%&-13%	9%	22µM*
39	Nc1ccccc1-n1cccc1	-6%	-26%	81	0%	-3%	-13%
40	CCOC(=O)C(=CNc1ccc(N2CCOCC2)cc1)C(=O)OCC	4%	31%	-14	-4%	-1%	-12%
41	O=C(c1ccc2c(=O)n(-c3ccccc3)c(=O)[nH]c2c1)N1CCN(c2ccc(F)cc2)CC1	?	-8%	-38	-1%	10%	5%
42	Cc1ccc(NC(=O)Nc2c(Cl)cccc2Cl)cn1	-10%	-56%	-10	8%	12%	-2%
43	CN(C)C(CNc1ncnc2sc3c(c12)CCCC3)c1ccco1 (stereo unspecified)	1%	5%	-15	-6%	-13%	-12%
44	CC(C)(C)c1ccc(C(=O)NCc2nnc(SCC(=O)NC3CCCC3)o2)cc1	7%	99%[activator]	27	4%	-2%	4%
45	COc1ccc(NC(=O)c2cc(-c3ccc4c(c3)OCO4)on2)c(OC)c1	23%	·	8	·	·	2%
46	Cc1ccc(S(=O)(=O)N2CCCCC2)cc1NC(=O)CSc1nnc(C2CC2)n1N	·	-18%	-3	·	0%	·
47	Cc1ccc(CN2CCN(C3CCN(C(=O)c4ccccc4)CC3)C(=O)C2=O)cc1	1%	·	?	·	·	-3%
48	CCn1nnnc1SCC(=O)N1CCOCC1	-13%	-10%	20	8%	5%	0%
49	COc1ccc(CNC2CCSc3ccccc32)cc1OC (stereo unspecified)	2%	-10%	-5	28µM*	-6%	2%
50	Cc1ccc(C)c(CN2CCCN(C(=O)Cn3ncc4c3-c3ccccc3OC4)C2)c1	?	113%[activator]	-16	2%	-6%	0%
51	Cc1ccccc1C(=O)NNC(=O)C(=O)N1CCCCC1	?	-2%	-38	5%	3%	7%
52	CC1CCN(C(=O)CSc2nnc(CSc3ncccn3)n2C)CC1	?	-16%	-10	-2%	0%	-21%
53	COc1cccc(Cn2nc(C(=O)O)c3ccccc3c2=O)c1	-10%	-25%	11	3%	-23%	-4%
54	CCOC(=O)c1ccc(NC(=O)COc2ccc(CNC3CCCCC3)cc2OC)cc1	?	-5%[2.29 µM]	-14	-2%	4%	0%
55	O=C(CCC1CCN(Cc2ccccc2Cl)CC1)NC1CC1	3%	-8%	6	-4%	10%	-22%
56	Nc1nnc(CC2=CCCCC2)s1	-4%	-16%	62	-5%	1%	4%
57	O=C(c1ccccc1OC(F)F)N1CCN(S(=O)(=O)c2ccc3c(c2)OCCCO3)CC1	-5%	62%[activator]	41	·	37%[activator]	-2%
58	O=C(NCCO)c1ccc(-c2nnc(N3CCOCC3)c3ccccc23)cc1	2%	-6%	-40	-2%	-5%	4%
59	COC(=O)CC(N)c1ccc(OC)c2ccccc12 (stereo unspecified)	-15%	-16%	19	-3%	-1%	-23%
60	COc1ccccc1CC1CC(=O)N(c2ccccc2)C1=O (stereo unspecified)	?	-12%	-38	-19%	3%	4%

More entries:
no.	mol	AmpC detergent	AmpC no deterg	HCMV inh	Giardia FBPA inh	AMA1-RON2 inh	Sm TGR block
61	Cc1ccc(C(=O)Nc2nnc(C3=COCCO3)o2)cc1C	-8%	-31%	-1	32µM*	38%[activator]	-23%
62	CCCC(=O)c1ccc(CP(=O)(OCC)OCC)o1	-7%	-2%	37	2%	22%	13µM*
63	Nc1c(C(=O)Nc2ccc(Cl)cc2)sc2nc(N3CCOCC3)c3c(c12)CCCC3	-3%	-24%	?	·	15%	0%
64	Cc1cc(SC(C)C(=O)NCC(=O)Nc2ccc(F)c(F)c2F)nc2ccccc12 (stereo unspecified)	?	-19%	3	4%	11%	0%
65	COc1ccc(S(=O)(=O)N2CCN(C(=O)c3cc(C)oc3C)CC2)cc1OC	1%	0%	-11	·	0%	-3%
66	CC1=CN2C(=N)/C(=C/c3ccco3)C(=O)N=C2S1	?	-21%	67	8%	14%	-17%
67	CCOc1ccc(N/C(SC)=C(/C#N)C(N)=O)cc1	-8%	-8%	-27	1%	0%	-5%
68	C=CCNCC(=O)Nc1ccccc1SCC(=O)Nc1ccsc1C(=O)OC	1%	63%[activator]	14	0%	37%[activator]	·
69	COc1ccccc1OCC(=O)N1CCCCCCC1	-2%	-7%	-2	-2%	1%	3%
70	O=C(CSc1nnnn1Cc1ccccc1)Nc1cccc(F)c1	4%	-38%	-25	·	1%	7%

In a second layout: 3 of the compounds above.
Below each compound – AmpC detergent | AmpC no deterg | HCMV inh | Giardia FBPA inh | AMA1-RON2 inh | Sm TGR block
66. CC1=CN2C(=N)/C(=C/c3ccco3)C(=O)N=C2S1
    ? | -21% | 67 | 8% | 14% | -17%
61. Cc1ccc(C(=O)Nc2nnc(C3=COCCO3)o2)cc1C
    -8% | -31% | -1 | 32µM* | 38%[activator] | -23%
64. Cc1cc(SC(C)C(=O)NCC(=O)Nc2ccc(F)c(F)c2F)nc2ccccc12 (stereo unspecified)
    ? | -19% | 3 | 4% | 11% | 0%
